FBW7 act: activators of human E3 ligase FBW7 | AlphaScreen FBW7–phospho-cyclin E peptide binding, activator screen | 650,000 tested, 0.13% active | AID 1259310 | normalized activity (activation), % at 26.1 µM | Q969H0; in the data active = normalized activity above about 1.9%;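 note: purified mutant Fbw7 with reduced substrate affinity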
GPR151 activ: human GPR151 activation | PathHunter beta-arrestin GPR151 cells, luminescence | 650,000 tested, 1% active | activation, % at 11.2 µM | Q8TDV0; in the data active = activation above about 4.9%;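 note: 0% = median of compound wells and 100% = cells with positive control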
Target sequence (Q8TDV0 whole entry, looked up): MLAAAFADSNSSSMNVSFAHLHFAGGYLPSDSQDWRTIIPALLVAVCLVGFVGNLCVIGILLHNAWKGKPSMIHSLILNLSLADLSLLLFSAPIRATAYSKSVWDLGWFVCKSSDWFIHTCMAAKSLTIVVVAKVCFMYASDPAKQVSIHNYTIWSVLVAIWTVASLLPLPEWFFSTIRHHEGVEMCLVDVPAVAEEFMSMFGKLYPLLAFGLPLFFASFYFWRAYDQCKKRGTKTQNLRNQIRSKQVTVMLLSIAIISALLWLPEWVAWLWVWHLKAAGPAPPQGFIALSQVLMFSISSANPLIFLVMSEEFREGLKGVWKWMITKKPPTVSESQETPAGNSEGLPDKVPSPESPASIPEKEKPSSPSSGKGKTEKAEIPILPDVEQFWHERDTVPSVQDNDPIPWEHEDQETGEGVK
TEAD-YAP inh: TEAD-YAP interaction inhibition; HEK-TIYL cells, TEAD-Gal4/YAP UAS-luciferase luminescence; inhibition, % at 9.12 µM; 640,000 tested, 1.4% active; AID 1259422; in the data active = inhibition above about 32%;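 note: 0% = median of test compound wells and 100% = reference inhibitor wells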
MITF primary: inhibitors of human MITF; inhibition, % at 2.6 µM; AlphaScreen MITF homodimerization, bead proximity signal; AID 1259374; 650,000 tested, 0.91% active; O75030; in the data active = inhibition above about 50%;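 note: 0% = vehicle wells with protein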
Target sequence (O75030 whole entry, looked up): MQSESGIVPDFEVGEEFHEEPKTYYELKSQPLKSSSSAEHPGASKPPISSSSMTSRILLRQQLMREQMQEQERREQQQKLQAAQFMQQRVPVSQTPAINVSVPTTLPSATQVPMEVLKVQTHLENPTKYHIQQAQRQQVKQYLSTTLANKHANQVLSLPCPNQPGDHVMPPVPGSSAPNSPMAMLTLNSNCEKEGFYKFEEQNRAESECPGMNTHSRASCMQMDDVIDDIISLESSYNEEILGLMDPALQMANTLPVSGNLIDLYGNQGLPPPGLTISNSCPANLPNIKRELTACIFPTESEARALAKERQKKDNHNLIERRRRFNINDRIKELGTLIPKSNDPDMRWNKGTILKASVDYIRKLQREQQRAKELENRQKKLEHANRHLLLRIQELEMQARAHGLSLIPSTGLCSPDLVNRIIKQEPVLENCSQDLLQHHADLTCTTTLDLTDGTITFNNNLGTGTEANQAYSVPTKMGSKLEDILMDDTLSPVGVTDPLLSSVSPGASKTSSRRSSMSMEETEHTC
Starred values were filed as active, the others as inactive.

SMILES	FBW7 act	GPR151 activ	TEAD-YAP inh	MITF primary
CCOC(=O)c1ccc(NC(=O)CSc2nc3ccccc3c(=O)n2CCCC(=O)NCCCN2CCCC2=O)cc1	0.0	2.0	15	-1
O=S(=O)(c1ccc(F)cc1)N1CCN=C1SCc1ccc(Br)cc1	0.1	1.1	5	6
O=C(NCCn1nnn(-c2ccccc2)c1=O)c1ccc2c(c1)OCCO2	-0.1	0.3	4	14
C[C@@H]1C[C@@H](CC(=O)NCC2Cc3cc(F)cc(-c4cnccn4)c3O2)NC(=S)N1 (stereo not given in full)	-0.1	1.2	0	2
Cc1cccc(N2CCN(Cc3nnnn3Cc3ccc4c(c3)OCO4)CC2)c1C	0.1	-0.5	-23	7
Cc1ccc(S(=O)(=O)N(C)C)cc1NC(=O)C12CCC(C)(C(=O)C1)C2(C)C (stereo not given)	0.0	0.2	-1	-11
O=C(CSc1ccc(-c2ccc3c(c2)OCO3)nn1)NCCc1ccccc1	0.3	0.3	0	3
Cc1ccc(NC(=O)C2C3C=CC4(O3)C2C(=O)N(C(C)c2ccccc2)C4C(=O)NC2CCCCC2)cc1Cl (stereo not given)	0.6	0.6	-4	2
CCOC(=O)C1=C(C)NC2=C(C(=O)C(C(=O)OCC)C(c3cccc(OC)c3)C2)C1c1ccc(OCc2ccccc2)c(OC)c1 (stereo not given)	0.3	2.0	1	8
CN(Cc1ccccc1)C(=O)CCC1CCN(C(=O)CCc2cnccn2)CC1	0.0	2.6	-2	12
CN1/C(=C\C(=O)CN2CCOCC2)C(C)(C)c2ccccc21	0.3	1.7	4	9
Cc1cc2c(=O)n(CC(=O)N3CCC(C#N)CC3)cnc2s1	-0.2	-0.7	7	-4
O=C(CN1CCCCC1)OCCCc1ccccc1	0.0	-1.1	6	7
COc1ccc(NC(=O)C2CCCN(S(=O)(=O)c3cnc[nH]3)C2)cc1 (stereo not given)	0.8	-1.1	-4	16
Cc1nc(NC(C)c2ccccc2)cc(-c2ccccn2)n1 (stereo not given)	-0.1	-0.4	36*	26
O=C(NC1CC1)c1ccc(CNS(=O)(=O)c2ccc(Cl)cc2)cc1	0.1	0.0	-20	-6
COc1ccc(-c2cc(C(=O)Nc3ccc(C(N)=O)cc3)c3ccccc3n2)cc1OC	0.3	0.5	-8	3
COc1cccc(CCc2nnc(CCC(=O)NC3(c4ccccc4)CC3)o2)c1	0.0	1.6	-20	-2
O=C(CCc1nnc(Cc2cccc(C(F)(F)F)c2)o1)NCCn1ccc2ccccc21	0.3	-0.9	-35	7
COc1ccc(COC(=O)C2=C(C)NC(=O)NC2c2cccc(Br)c2)cc1 (stereo not given)	0.3	1.2	0	-11
CCC(C)CC(=O)N1CCc2c(cnc(C)c2CNC(=O)CN2CCCCC2)C1 (stereo not given)	-0.1	2.6	2	-11
COc1ccccc1C1N=C(c2ccc(Cl)cc2)CC(c2cccc(OC)c2O)N1 (stereo not given)	0.1	0.6	-43	9
Cc1c(Cl)cccc1NC(=O)c1ccc(F)c(S(=O)(=O)N2CC(C)CC(C)C2)c1 (stereo not given)	0.0	1.0	1	-4
CN(Cc1ccccc1)S(=O)(=O)c1ccc(C(=O)Nc2nc3c(s2)COc2ccccc2-3)cc1	0.0	0.1	0	-5
Cc1cc(C)nc(SCc2cc(=O)c(OC(=O)c3ccc(Cl)cc3)co2)n1	-0.3	-1.2	-7	3
CCOC(=O)C1(Cc2cccc(OC)c2)CCN(CCO)CC1	0.2	7.9*	3	15
CCC1CCCCN1C(=O)C1=C(C)C(=O)OC12CCC(C)CC2 (stereo not given)	0.6	1.5	9	0
Clc1ccc(C2Oc3ccccc3C3=C2C(c2cccnc2)n2nnnc2N3)cc1 (stereo not given)	0.1	-0.6	-2	9
Clc1ccc(CSc2ccc3nnc(-c4cccnc4)n3n2)cc1Cl	0.0	-0.6	-19	9
COc1ccc(-c2ccc(C)c(NC(=O)Cc3ccc(OC)c(OC)c3)c2)nn1	1.2	0.1	64*	10
COc1cccc(N2C(=O)/C(=C/c3ccc([N+](=O)[O-])o3)C(=O)NC2=S)c1	-0.1	-1.7	12	71*
Cc1ccc(C2(C)NC(=O)N(Cc3ccc(C(=O)Nc4ccccc4)cc3)C2=O)cc1 (stereo not given)	-0.2	-1.3	-26	-4
Cc1nc(SCC2=C(C(=O)OC(C)C)C(c3ccccc3)C(C#N)=C(N)O2)c(C#N)c(C)c1C (stereo not given)	0.0	-1.4	-9	-3
CCOC(=O)C(=O)Nc1c(C)cccc1C	0.4	-0.1	1	3
O=C(CSc1cccc2cccnc12)Nc1ccc(Br)cc1	-0.1	-1.8	-2	-13
CCOc1ccc2nc(NC(=O)c3ccc(Cl)s3)sc2c1	0.0	-0.4	-31	3

Only GPR151 activ and TEAD-YAP inh (2 entries from above):
SMILES,GPR151 activ,TEAD-YAP inh
Cc1nc(NC(C)c2ccccc2)cc(-c2ccccn2)n1 (stereo not given),-0.4,36*
COc1ccccc1C1N=C(c2ccc(Cl)cc2)CC(c2cccc(OC)c2O)N1 (stereo not given),0.6,-43

Following part.
SMILES	FBW7 act	GPR151 activ	TEAD-YAP inh	MITF primary
O=C(O)CCc1nc(-c2ccc(OCc3ccccc3)cc2)no1	0.2	-6.4	19	-6
CCOC(=O)C(=Cc1ccc(Br)cc1)C(=O)OCC	0.1	3.1	8	-4
O=c1nc2s/c(=C/c3ccc4c(c3)OCO4)c(=O)n2nc1Cc1ccccc1	-0.1	1.6	3	-1
CN(C)CCNC(=O)C(=O)NCc1ccc2c(c1)OCO2	-0.1	0.0	-2	-2
CCN1C(=O)c2cccc3c(S(=O)(=O)Nc4ccc(C)cn4)ccc1c23	-0.1	0.8	-5	5
CC1(C)CC(NC(=O)C(=O)O)CC(C)(C)N1	-0.1	0.2	4	-5
CCOc1ccc(NC(=O)C(=S)NC2CCCCC2)cc1	0.3	-1.9	5	18
O=C1OCCN1c1ccc(Nc2nccc(-c3cc(N4CCOCC4)cc([N+](=O)[O-])c3)n2)cc1	-0.3	0.2	17	0
CC(C)Cn1c(SCC(=O)Nc2ccc(C(N)=O)cc2)nc2ccccc2c1=O	-0.1	0.6	-11	-10
CC(C)(C)c1cc(N)n(-c2ccc(F)cc2)n1	-0.4	1.9	-4	-15
OC(COc1ccc2cc(Br)ccc2c1)CN1CCCC1 (stereo not given)	0.0	-0.7	-7	13
O=C(NC1CCCCCC1)c1ccc(=O)[nH]n1	0.0	-0.4	5	4
O=C1CN(c2ccccc2F)C(=O)CN1/N=C/c1ccccc1Cl	-0.3	0.7	-11	-13
COCc1cc(CN[C@H]2C[C@H]3C(=O)N[C@@H](Cc4ccccc4)C(=O)N3C2)ccc1OC	0.0	0.2	0	-5
COC(CNC(=O)c1ccc(-n2nnc3ccccc3c2=O)cc1)OC	0.0	1.1	13	2
O=C(COc1ccccc1O)Nc1ccc(Cl)cc1	0.0	0.0	-3	2
CCS(=O)(=O)N1CCC(NC(=O)C(C)(C)C)CC1	-0.2	0.0	-8	1
COc1ccc(-n2nnnc2C2CCN(S(=O)(=O)c3ccc(OC)cc3)CC2)cc1	0.0	-1.1	6	7
O=C(NCCc1ccccc1)c1cc(-c2ccccc2)on1	-0.1	-0.5	-34	4
CCOC(=O)c1cc(S(=O)(=O)Nc2ccc(OCC)cc2)cn1C	0.1	0.2	1	16
CCc1nc(NN)c2c(n1)-c1ccccc1CC21CCCCC1	-0.1	1.7	12	-10
COc1cc(C(=O)NCCOc2ccc(C)cc2)cc(OC)c1OC	0.5	0.8	2	-7
O=C(CN1C(=O)CC(c2ccco2)Sc2ccccc21)NCc1ccco1 (stereo not given)	0.0	-1.0	0	-13
COc1ccc(C2SCC(=O)N2c2ncn[nH]2)cc1 (stereo not given)	-0.1	2.6	0	-4

Four of the compounds above, with each value named.
COC(CNC(=O)c1ccc(-n2nnc3ccccc3c2=O)cc1)OC
  FBW7 act: 0.0; GPR151 activ: 1.1; TEAD-YAP inh: 13; MITF primary: 2
O=C(COc1ccccc1O)Nc1ccc(Cl)cc1
  FBW7 act: 0.0; GPR151 activ: 0.0; TEAD-YAP inh: -3; MITF primary: 2
CCS(=O)(=O)N1CCC(NC(=O)C(C)(C)C)CC1
  FBW7 act: -0.2; GPR151 activ: 0.0; TEAD-YAP inh: -8; MITF primary: 1
COc1ccc(-n2nnnc2C2CCN(S(=O)(=O)c3ccc(OC)cc3)CC2)cc1
  FBW7 act: 0.0; GPR151 activ: -1.1; TEAD-YAP inh: 6; MITF primary: 7

(cont.)
SMILES	FBW7 act	GPR151 activ	TEAD-YAP inh	MITF primary
COc1ccc2c(c1)c(=O)c1ccccc1n2CC(=O)Nc1cc(F)ccc1C	-0.2	0.5	-15	0
O=C(O)c1nn2cc(CCO)cnc2c1Cl	0.1	0.5	-1	11
O=S(=O)(Nc1cccc(-c2ccc3nncn3n2)c1)c1ccc(F)c(C(F)(F)F)c1	0.1	-1.0	-6	4
O=C(Nc1ccc(O)c(-c2nc3ccccc3s2)c1)c1cc(Cl)ccc1Cl	0.2	0.3	12	10
COCCN1Cc2cccc(C(=O)Nc3ccc4c(C)cc(=O)oc4c3)c2C1=O	0.0	1.0	5	2
O=C(Nc1ccc2c(c1)OCO2)c1cc2n(n1)C(C(F)(F)F)CC(c1ccccc1)N2 (stereo not given)	0.0	0.1	0	-5
OCCNc1nc(NCc2ccc3c(c2)OCO3)nc2c1ncn2Cc1ccc(C(F)(F)F)cc1	0.0	-0.1	8	-7
CC1CCCC(C)N1CC(O)COc1ccccc1Cl (stereo not given)	0.0	0.0	2	-8
COc1c(C)cc(S(=O)(=O)NCC2(CO)CC2)cc1C	-0.2	-0.9	2	3
CCOC(=O)C1C(c2ccc(C)o2)NC(=S)NC1(O)C(F)(F)F (stereo not given)	0.2	-0.1	7	21
O=C(c1cc(COc2ccc(F)cc2F)on1)N1CCCC(O)C1 (stereo not given)	0.0	0.3	-20	-5
O=C1NC(=Nc2ccccc2)N(c2ccccc2)C1=O	0.2	-1.0	10	16

By substructure: the entries above containing an aryl thioether with sulfur outside any ring (7)
SMILES	FBW7 act	GPR151 activ	TEAD-YAP inh	MITF primary
CCOC(=O)c1ccc(NC(=O)CSc2nc3ccccc3c(=O)n2CCCC(=O)NCCCN2CCCC2=O)cc1	0.0	2.0	15	-1
O=C(CSc1ccc(-c2ccc3c(c2)OCO3)nn1)NCCc1ccccc1	0.3	0.3	0	3
Cc1cc(C)nc(SCc2cc(=O)c(OC(=O)c3ccc(Cl)cc3)co2)n1	-0.3	-1.2	-7	3
Clc1ccc(CSc2ccc3nnc(-c4cccnc4)n3n2)cc1Cl	0.0	-0.6	-19	9
Cc1nc(SCC2=C(C(=O)OC(C)C)C(c3ccccc3)C(C#N)=C(N)O2)c(C#N)c(C)c1C (stereo not given)	0.0	-1.4	-9	-3
O=C(CSc1cccc2cccnc12)Nc1ccc(Br)cc1	-0.1	-1.8	-2	-13
CC(C)Cn1c(SCC(=O)Nc2ccc(C(N)=O)cc2)nc2ccccc2c1=O	-0.1	0.6	-11	-10

(more compounds)
SMILES	FBW7 act	GPR151 activ	TEAD-YAP inh	MITF primary
COc1ccc(/C(O)=C2\C(=O)C(=O)N(Cc3cccnc3)C2c2ccc(OC)cc2)cc1 (stereo not given)	-0.1	0.3	-3	2
CC(=O)Nc1ccc(Oc2ccc3c(c2)C(=O)N(c2ccc(C)cc2)C3=O)cc1	0.1	-1.4	15	12
CCOc1ccc(C2C(C(=O)OC)=CN(C(C)C)C=C2C(=O)OC)cc1	0.3	0.7	1	-7
CC(=O)N=C1SC2CS(=O)(=O)CC2N1c1ccc2c(c1)OCCO2 (stereo not given)	0.5	-1.1	3	8
Cc1cccc(OCC(=O)Nc2ccc(NC(=O)c3ccco3)cc2)c1	-0.2	1.1	-5	10
O=C(COC(=O)C1CCC1)NC(=O)c1ccc(Cl)cc1	0.7	0.5	0	-2
O=C(CSc1ccccc1)Nc1nnc(-c2ccco2)o1	-0.7	0.4	-7	7
O=C(COc1ccccc1Cl)Nc1ccccc1C(=O)O	0.0	-7.1	-36	-2
Cn1c(=NC(=O)c2cc(=O)c3ccccc3o2)sc2cc(Cl)ccc21	0.0	0.1	-1	9
CC(C)(C)NC(=O)CCCN1C(=O)/C(=C/c2cccs2)SC1=S	0.6	0.1	5	13
O=C(NCc1ccc(F)cc1)C1CCCN1C(=O)Nc1cccc(F)c1 (stereo not given)	0.0	-0.5	-8	-5
COc1cccc(CC(=O)N2CCC3(CC2)OCc2cccc(OC)c2O3)c1	-0.2	-0.7	-8	-11
CCOC(=O)c1ccccc1NC(=O)c1sc(NC(=O)c2ccc(OC)c(OC)c2)c(C(=O)OCC)c1C	-0.1	-0.8	-5	7
COC(=O)c1nn2c(C(F)(F)F)cc(-c3ccc(C)cc3)nc2c1Cl	0.2	-1.5	0	-4
CCOC(=O)C1=C(C)NC(=S)NC1c1ccc(OCC(=O)OC)cc1 (stereo not given)	0.1	0.0	1	16
CN1CCN(C(=O)NC2CCCCC2)C(c2ccccc2)C1 (stereo not given)	0.1	2.0	7	-5
COc1ccc(OC)c(NC(=O)Cc2ccccc2[N+](=O)[O-])c1	0.0	-0.4	0	-2
CCOc1ccc(CN2CCN(C(=O)c3cccc(Cl)c3)CC2)cc1	-0.1	-1.7	6	58*
CCn1cc(CNC(=O)COc2ccc(Cl)cc2Cl)cn1	0.0	3.4	-1	7

Screening data: PubChem, The Scripps Research Institute Molecular Screening Center
